# Screening data from PubChem BioAssay.
# RAD52 anneal inh: RAD52 DNA annealing inhibitors, primary screen, biochemical, FRET, single point, set 2; DNA repair protein RAD52 homolog (Homo sapiens), P43351; recombinant RAD52 DNA annealing, FRET fluorescence; inhibition, % at 18.7 µM; 0.46% of 360,000 active;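 active = every replicate showing at least 50% inhibition; inconclusive = mean inhibition at least 50% but not in every replicate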
# Target sequence (P43351 whole entry, looked up): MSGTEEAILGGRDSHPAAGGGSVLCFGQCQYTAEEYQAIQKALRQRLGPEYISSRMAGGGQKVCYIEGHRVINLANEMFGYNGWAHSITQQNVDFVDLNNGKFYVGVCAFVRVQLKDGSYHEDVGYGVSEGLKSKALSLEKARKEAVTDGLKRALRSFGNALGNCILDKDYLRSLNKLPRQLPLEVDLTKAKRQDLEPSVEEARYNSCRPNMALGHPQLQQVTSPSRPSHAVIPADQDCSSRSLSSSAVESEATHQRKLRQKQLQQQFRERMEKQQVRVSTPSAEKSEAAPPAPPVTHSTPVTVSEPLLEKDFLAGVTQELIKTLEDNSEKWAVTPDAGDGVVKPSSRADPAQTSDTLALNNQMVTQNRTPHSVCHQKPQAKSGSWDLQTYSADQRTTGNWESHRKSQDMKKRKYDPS
# CASP6 VEID inh: human caspase-6 inhibitors, primary screen, biochemical, VEID-R110 fluorescence, single point, set 2; P55212; purified caspase-6, Z-VEID-R110 cleavage fluorescence; inhibition, % at 12.5 µM; 0.53% of 350,000 active;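 active = mean inhibition across replicates at least about 35%, with every replicate also reaching that limit, limit read from the data; inconclusive = only one of the two criteria met; inactive = neither criterion met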;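 also: 0% = median of neutral control wells and 100% = no fluorescence left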
# E-selectin induc: E-selectin induction in HUVECs, primary screen, imaging, HUVEC, immunofluorescence imaging, single point. normalized: neutral wells 0, TNF-alpha wells 100. P16581. 0.37% of 260,000 active. activation, % at 7.58 µM. AID 686992, 2013;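 active = mean E-selectin-positive cell signal at least 10% of the positive control, reached in at least 60% of replicates, without over 20% cell loss; inconclusive = no rule given, readout overlaps actives, possibly toxicity-flagged; inactive = the rest, including those meeting only one limit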;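 also: in these data hits start at about 27%; measured in HUVEC primary endothelial cells; signal is the percent of cells scored E-selectin positive by PE staining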
# Target sequence (P16581 whole entry, looked up): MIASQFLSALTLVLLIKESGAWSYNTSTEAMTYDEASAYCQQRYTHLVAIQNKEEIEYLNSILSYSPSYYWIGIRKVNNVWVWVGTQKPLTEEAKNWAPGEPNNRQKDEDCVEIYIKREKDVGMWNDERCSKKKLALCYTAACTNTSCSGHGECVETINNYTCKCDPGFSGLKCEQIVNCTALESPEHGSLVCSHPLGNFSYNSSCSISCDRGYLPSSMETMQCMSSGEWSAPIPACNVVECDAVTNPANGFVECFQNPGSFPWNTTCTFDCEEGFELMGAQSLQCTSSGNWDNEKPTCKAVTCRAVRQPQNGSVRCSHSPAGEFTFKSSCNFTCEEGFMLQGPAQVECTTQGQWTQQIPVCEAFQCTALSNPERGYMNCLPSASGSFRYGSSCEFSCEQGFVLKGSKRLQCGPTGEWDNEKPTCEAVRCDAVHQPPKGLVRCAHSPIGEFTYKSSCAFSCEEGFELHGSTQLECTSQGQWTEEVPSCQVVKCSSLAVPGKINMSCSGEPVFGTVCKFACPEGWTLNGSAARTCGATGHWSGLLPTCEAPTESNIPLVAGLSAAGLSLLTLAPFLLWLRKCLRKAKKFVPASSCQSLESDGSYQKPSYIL
#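 Test system: HUVEC; input: 3,000 HUVEC/well; measured by: immunofluorescence imaging; read-out: % PE-positive cells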
# INS-1E GSIS act: GLuc luminescence reporter in INS-1E cells, primary screen for activators of glucose-dependent secretion of insulin; INS-1E GLuc reporter insulin secretion, 2-3 h; activation, % at 16.6 µM; 0.61% of 370,000 active;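 active = lowest replicate activation of at least 40%, so every replicate reaches that level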;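 also: 0% = median of neutral control wells and 100% = median of IBMX positive control wells; some compounds called inactive have numbers as strong as hits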
# DENV2 CPE: inhibitors of DENV2 cytopathic effect, primary screen, cell-based, plate reader, single concentration | DENV2-infected cells, cytopathic effect rescue | CPE inhibition, % at 9.99 µM | 1.7% of 350,000 active | AID 651640, 2012; in the data active = CPE inhibition above about 20%, passing the limit was not always enough; inconclusive = no clear call, values can overlap the other calls; tested in BHK-21 cells;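 also: 0% = median of neutral control wells and 100% = median of positive control wells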
# RAD54 inh: inhibitors of human RAD54 branch migration, primary screen, biochemical, fluorescence, single point. DNA repair and recombination protein RAD54-like (Homo sapiens), Q92698. RAD54 Holliday junction branch migration, FAM/BHQ fluorescence. inhibition, % at 10.4 µM. 0.14% of 360,000 active;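 active = mean normalized replicate activity at least 40 and at least half of replicates scoring 40 or more; inconclusive = only one of the two criteria met; inactive = mean below 40 and under half of replicates reaching 40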;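 also: 0% = median of neutral control wells and 100% = median of positive control wells; inhibitors cause a drop in the FAM fluorescence signal; in these data hits start at about 50%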
# XiGFP reactiv: activators of inactive X chromosome reactivation, primary screen, imaging, XiGFP fibroblasts, GFP high-content imaging, set 2; XiGFP mouse fibroblasts, % GFP-positive cells imaging, 3 d; cells co-treated with 5-aza-dC sensitizer; scaled so ellipticine positive control = 100%; activation, % at 7.58 µM; 0.055% of 360,000 active; AID 743238, 2013;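 active = mean normalized replicate activation at least 10% and every replicate at or above 10%; inconclusive = only one of the two criteria met; inactive = mean below 10% and not all replicates reach 10%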;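 also: 0% = median of on-plate neutral control wells and 100% = ellipticine 6 µM median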
#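 assay system = SV40-immortalized XiGFP fibroblast cells, line 68-5-11 | buffer or medium = DMEM plus 5-aza-dC sensitizer | doses = single-point pinned compound dosing | times = 3-day compound exposure, then 15 min fixation at room temperature | benchmarks = positive control ellipticine, 6 µM final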
# CFTR F508del cor: F508del CFTR correction, initial screen, CFBE line, single point | activity (quench increase), % at 7.58 µM | CFBE cells, YFP halide quenching; stimulated with forskolin plus potentiator P3; % fluorescence drop versus neutral controls | AID 720511, 2013 | 0.36% of 350,000 active;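 active = mean added fluorescence quench of at least 8% versus neutral control, with both replicates also reaching 8%; inconclusive = only one of the mean or replicate conditions met; inactive = mean below 8% and not both replicates reaching 8%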;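 also: cells transiently co-express mutant CFTR-F508del with the halide-sensitive YFP; corrector assay measuring rescue of mutant channel to the surface after 24 h compound exposure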
# * marks the source's active call; other numbers are inactive results; ? = inconclusive; · = no result given; & = joins results of further samples.
SMILES,RAD52 anneal inh,CASP6 VEID inh,E-selectin induc,INS-1E GSIS act,DENV2 CPE,RAD54 inh,XiGFP reactiv,CFTR F508del cor
C[C@H](CO)N1C[C@H](C)[C@H](CN(C)C(=O)CCC(F)(F)F)OCCCC[C@H](C)Oc2ccc(NC(=O)Cc3ccccc3)cc2C1=O,30,0,0.8,-5,2,3,0.0,-0.6
O=C(O)[C@]1(S(=O)(=O)c2ccccc2)C[C@@H]2ON=C(c3cccc(Br)c3)[C@@H]2C1,-18,-3,·,8,25*,-1,0.0,1.6
O=[N+]([O-])C(=C1Nc2ccccc2N1)C(Cl)=C(Cl)Cl,-6,13,·,-1,1,-3,-0.1,-2.5
COc1ccc(S(=O)(=O)Nc2ccc3c(c2)C(=O)N([C@H](C)CO)C[C@@H](C)[C@H](CN(C)C(=O)Nc2ccc(C(F)(F)F)cc2)OCCCC[C@@H](C)O3)cc1,-17,1,0.2,-39,18,0,-0.1,2.0
O=C(Nc1cc(Cl)ccc1-n1cncn1)c1cn2ccccc2n1,-8,0,2.1,28,12,·,-0.1,-1.1
Cc1cc(OC(C)C(=O)Nc2cccnc2)ccc1Cl (stereo not given),-8,-2,0.1,2,-7,1,0.2,-2.5
COc1cc(C2NC(=O)NC(C)=C2C(C)=O)cc(OC)c1OC (stereo not given),-4,1,1.3,3,1,·,0.2,·
CCCSCCCNC(=O)c1ccc(NC(=O)C2=CSCCO2)cc1,3,1,·,6,6,1,0.3,-0.9
CCCCC[C@@H]1C=C(C(=O)O)[C@H](c2ccc(C)cc2)N1S(=O)(=O)c1ccc(C)cc1,-15,·,0.1,6,14,5,-0.1,-0.5
CCN(CC)c1ccc(CN2CCC(C(=O)NCc3ccc(C)cc3)CC2)cc1,17,5,2.7,-6,-1,·,-0.5,0.8
O=C(O)CSc1nnc(-c2ccc(Cl)cc2Cl)n1Cc1ccccc1,5,-1,·,8,5,-12,0.1,-5.0
O=C(c1cccc2ccccc12)C1CCCN(C(=O)CCc2cnccn2)C1 (stereo not given),-15,0,·,23,3,-2,0.0,2.7
C=CCN1C(=O)N(CC=C)c2cccc3cccc1c23,-13,-3,·,-6,17,0,0.0,-3.2
C/C=C/c1ccc2c(c1)O[C@H](CN(C)C(=O)C1CCCCC1)[C@H](C)CN([C@@H](C)CO)S2(=O)=O,-2,-3,-0.2,-24,-1,0,-0.3,-2.0
CCc1ccn2cc(-c3cc(-c4ccccc4)no3)nc2c1,-13,0,·,0,-3,-1,-0.1,-0.1
COc1ccc2c3c(n(C)c2c1)[C@@H](CO)N(Cc1ccccc1Cl)CC31CCN(C(C)=O)CC1,-163,5,-0.5,-9,-2,·,0.0,1.4
Cc1cc(Cl)ccc1N(CC(=O)NCCSCc1ccco1)S(C)(=O)=O,-48,2,-3.5,-22,0,-2,0.1,-1.1
CC(=O)N1CCN(CC(=O)Nc2ccccc2C(=O)Nc2ccccc2)CC1,-3,1,·,0,3,-5,-0.4,3.7
Cn1c(CC(=O)NNC(=O)c2cncc(Br)c2)nc2ccccc21,-3,-2,-0.1,12,-3,-13,-0.1,0.9
Cc1ccccc1S(=O)(=O)N[C@H]1CC[C@@H](CCn2cc(Cc3ccccc3)nn2)O[C@H]1CO,1,0,-0.3,-5,11,-1,0.3,-2.3
Cc1ccc(-c2nn(-c3cccc(F)c3)cc2CNCc2cccnc2)o1,-120,7,·,-7,6,-8,0.0,6.6
Cc1c(CCOC(=O)c2cc([N+](=O)[O-])cc([N+](=O)[O-])c2)sc[n+]1CC(=O)c1ccc(Br)cc1,94*,6,·,-4,·,·,0.2,3.2
COc1ccc(-c2nc(S(=O)(=O)c3ccccc3)c(NCCCN3CCOCC3)o2)cc1,-10,-4,0.6,31,?,-7,0.2,-1.4
COc1ccc(OCC(CO)N2CCN(c3ccccc3)CC2)cc1 (stereo not given),-10,0,-0.3,7,2,-2,-0.1,2.5
CC1(C)CC(=O)C=C(C(=O)N2CCCC(C(=O)c3cc(F)ccc3F)C2)O1 (stereo not given),4,0,-0.1,-7,4,8,0.0,-0.2
O=C(NCC[C@H]1CC[C@@H](NC(=O)C2CCCCC2)[C@H](CO)O1)c1ccc(F)cc1,1,-1,6.3,-3,-5,-3,-0.3,-0.9
COCCNC(=S)Nc1cc(OC)c(OC)cc1C#N,7,2,3.9,4,1,·,-0.1,-1.1
COc1cccc(S(=O)(=O)N(C)C[C@H]2Oc3ncc(C#CCN(C)C)cc3C(=O)N([C@@H](C)CO)C[C@@H]2C)c1,-3,-9,-0.4,10,1,-5,-1.3,-0.1
COc1ccccc1NC(=O)CCS(=O)(=O)c1ccccc1,-8,0,·,7,-3,·,0.0,4.7
COc1ccc(CN(C)C[C@@H]2Oc3c(NS(=O)(=O)c4ccccc4)cccc3C(=O)N([C@@H](C)CO)C[C@H]2C)cc1,4,·,0.1,14,3,-4,-0.9,-4.2
C[C@H](CO)N1C[C@H](C)[C@@H](CN(C)S(=O)(=O)c2cn(C)cn2)Oc2c(NS(=O)(=O)c3cn(C)cn3)cccc2C1=O,-5&-16,-2&8,0.5,9&9,14&5,-13,-0.9&-0.1,-0.8&-2.7
CC(Cc1ccccc1)C(=O)Nc1ccccc1 (stereo not given),·,·,0.1,12,·,2,0.4,4.8
O=C(Nc1nccs1)C(Br)C(Br)c1ccccc1 (stereo not given),-15,-3,-0.2,6,-7,-5,0.0,-2.5
O=C(CCc1nnc(-c2ccc3c(c2)OCO3)o1)NCCc1ccccc1F,-25,-5,·,2,-2,0,0.0,-2.1
Cn1cc(C(c2ccccc2OCC(=O)O)c2cn(C)c3ccccc23)c2ccccc21,-21,4,·,8,4,-1,0.2,0.3
O=C(C[C@@H]1C=C[C@H](NC(=O)c2ccc3c(c2)OCO3)[C@@H](CO)O1)NCc1ccc(Oc2ccccc2)cc1,2,0,-0.1,0,-2,-4,-0.4,0.7
CCn1c(SCC(=O)N(C(C)C)C(C)C)nnc1-c1cc2ccccc2cc1O,1,2,·,-25,·,-19,·,·
CSc1ncc(Cl)c(C(=O)C(C#N)c2nc3c(C)cc(C)cc3c(=O)[nH]2)n1 (stereo not given),-26,8,·,7,·,-10,·,0.9
COc1ccc(C)cc1NC(=O)C(Sc1nnc(Nc2cc(C)ccc2OC)s1)c1ccccc1 (stereo not given),·,·,0.0,8,·,5,0.4,·
CCOc1ccc(CCNC(=O)COC(=O)c2ccccc2O)cc1OCC,-6,-3,·,14,-1,-6,0.0,3.5
COc1cccc(CNC(=O)Cn2ccc3cc(S(=O)(=O)N4CCCCCC4)ccc32)c1OC,-2,-1,0.1,-16,4,8,0.3,-1.7
CC(C)C#Cc1cnc2c(c1)C(=O)N([C@@H](C)CO)C[C@@H](C)[C@@H](CN(C)C(=O)Nc1cccc(F)c1)O2,7,-2,0.0,-20,?,1,-0.3,·
CN(C)CCCN(C(=O)COc1ccccc1)c1nc2c(F)cccc2s1,18,-5,·,-3,-2,12,-0.2,1.8
O=C(CCc1ccccc1)Nc1ccc(S(=O)(=O)Nc2nccs2)cc1,-15,2,0.3,25,1,-2,0.0,-1.2
CCn1cc(C(=O)Nc2ccc(C)cc2[N+](=O)[O-])c(C)n1,-4,1,0.4,4,-1,6,0.1,-2.6
COc1ccc(CN(C)C[C@H]2OCCCC[C@@H](C)Oc3ccc(NS(=O)(=O)c4ccc(OC)cc4)cc3C(=O)N([C@@H](C)CO)C[C@@H]2C)cc1,·,·,0.5,-30,?,11,0.2,0.2
Cc1ccc(S(=O)(=O)Nc2ccc(O)c(S(=O)(=O)c3ccc(C)cc3)c2)cc1,-8,7,-0.1,-27,1,11,-0.1,0.2
Cc1ccc(CNC(=O)CN(c2ccc(Cl)cc2)S(C)(=O)=O)cc1,-16,-1,·,0,-3,-23,-0.1,-5.4
O=C(CN1C(=O)NC2(CCCC2)C1=O)Nc1cc(S(=O)(=O)N2CCCCC2)ccc1Cl,-2,-2,·,-7,-8,2,0.0,1.9
N/C(=N\OC(=O)CCCc1ccccc1)c1ccccc1,-5,1,·,-6,?,-14,0.0,-0.6
N#C[C@H]1[C@H](c2ccccc2)[C@H](CO)N1C(=O)c1ccc2c(c1)OCO2,1,-3,-0.1,2,-2,6,0.2,-1.4
CCOc1ccc(S(=O)(=O)N2CCC(C(=O)N3CCCC3)CC2)cc1C,-12,0,0.4,-27,5,-2,0.0,2.4
O=C(NNC1OC(CO)C(O)C(O)C1O)c1cccnc1 (stereo not given),-25,-1,·,23,6,·,0.1,-5.1
Cc1ccc(-c2nc(CS(=O)CC(=O)NCc3ccc(Cl)cc3)c(C)o2)cc1 (stereo not given),-9,-1,-0.4,-5,-1,5,-0.1,1.0
Cc1nc(CNC(=O)c2cc(COc3c(F)cccc3F)on2)cs1,-5,-2,1.4,9,0,-11,0.1,-2.7
COc1ccc(CC(=O)NCC(=O)N/N=C(/C)c2ccco2)cc1,-7,·,·,-6,-4,·,0.0,1.8

# More entries follow.
SMILES,RAD52 anneal inh,CASP6 VEID inh,E-selectin induc,INS-1E GSIS act,DENV2 CPE,RAD54 inh,XiGFP reactiv,CFTR F508del cor
Cc1ccc(N2CC(C(=O)Nc3ccccc3N3CCCC3)CC2=O)cc1 (stereo not given),-11,-3,0.5,-15,-5,6,0.0,2.6
Cn1c(SCC(=O)c2cc3ccccc3o2)nnc1-c1ccccc1,-40,2,16,-2,67*,2,-0.1,-2.1
CCCNC(=O)N1C[C@H](C)[C@@H](OC)CN(C)C(=O)c2ccc(NC(C)=O)cc2OC[C@@H]1C,2,1,·,·,1,·,·,0.5
C[C@H](CO)N1C[C@H](C)[C@@H](CN(C)S(=O)(=O)c2ccc(F)cc2)Oc2cc(C#Cc3ccc(F)cc3)ccc2S1(=O)=O,17,1,0.4,-12,-1,-24,-0.1,-0.8
CC(C)(C)C(=O)Nc1ccc(C(=O)CN2C(=O)NC3(CCOc4ccccc43)C2=O)cc1 (stereo not given),-44,2,·,-11,15,2,0.2,1.2
Cc1ccc(NC(=O)C2CCCN2S(=O)(=O)c2ccc3c(c2)n(C)c(=O)c(=O)n3C)cc1C (stereo not given),-11,-1,0.1,4,-1,5,-0.1,-1.9
COc1ccc(-n2c(=S)[nH]c3cc(C(=O)NCc4ccco4)ccc3c2=O)cc1OC,-16,0,11,-3&11,1,8,0.0,2.0
COc1ccccc1-c1oc2ccccc2c1-c1ccc2cc[nH]c2c1,-11,-1,0.3,28,1,12,0.0,-2.1
CC=Cc1ccc2n(c1=O)C[C@H]1[C@H](CO)[C@@H](C(=O)NCc3ccccn3)[C@@H]2N1CCC (mixture of isomers),96*,0,0.2,0,0,8,1.9,2.2
Cc1ccc(S(=O)(=O)NCC(c2ccccc2)N2CCCCC2)cc1 (stereo not given),-5,1,0.0,12,3,-2,0.0,-1.6
